GLS inhibitor: inhibitors of human glutaminase (GLS); O94925; GLS enzymatic activity, qHTS titration; Potency, µM (series often up to 45.5 µM), for the others: at the top dose activity change, negative = inhibition, usual class: inhibitors; actives 0.21% (n = 410,000); note: potency is the fitted concentration of half-maximal effect; % is set by controls: 0 for no effect and ±100 for the full control effect
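Compounds were pin-transferred onto hKGA, after which L-glutamine (1 mM solution) and a detection mix of glutamate oxidase, HRP and Amplex Red were added. Initial and 30 min RT fluorescence reads were collected.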
BAZ2B block: blocks human BAZ2B; Q9UIF8; AlphaScreen BAZ2B-H3K14Ac peptide displacement; Potency, µM (highest dose often 114 µM), for the others: top-dose activity change, negative = inhibition, usual class: inhibitors; actives 4.4% (n = 360,000); AID 504333; note: potency is the fitted concentration of half-maximal effect; % is set by controls: 0 for no effect and ±100 for the full control effect; nearly all actives have a fitted effect of over 60% in size
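AlphaScreen displacement: compounds (up to 110uM) incubated 30 min at room temperature with a preformed 50 nM BAZ2B/50 nM biotinylated H3K14Ac peptide complex in PBS pH 7.4 with Tween-20. Donor and acceptor beads at 10 ug/mL final added, 20 min light-protected before reading.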
Tb PGK inh: T. brucei PGK inhibition | P07378 | PGK/GAPDH coupled, Kinase-Glo luminescence, 60 min | Potency, µM (highest dose often 57.5 µM), without a hit: top-dose activity change, negative = inhibition, hits mostly inhibitors | actives 0.043% (n = 380,000) | AID 602233; note: potency is the fitted concentration of half-maximal effect; % is set by controls: 0 for no effect and ±100 for the full control effect; nearly all actives have a fitted effect of over 60% in size
Target sequence (P07378 whole entry, looked up): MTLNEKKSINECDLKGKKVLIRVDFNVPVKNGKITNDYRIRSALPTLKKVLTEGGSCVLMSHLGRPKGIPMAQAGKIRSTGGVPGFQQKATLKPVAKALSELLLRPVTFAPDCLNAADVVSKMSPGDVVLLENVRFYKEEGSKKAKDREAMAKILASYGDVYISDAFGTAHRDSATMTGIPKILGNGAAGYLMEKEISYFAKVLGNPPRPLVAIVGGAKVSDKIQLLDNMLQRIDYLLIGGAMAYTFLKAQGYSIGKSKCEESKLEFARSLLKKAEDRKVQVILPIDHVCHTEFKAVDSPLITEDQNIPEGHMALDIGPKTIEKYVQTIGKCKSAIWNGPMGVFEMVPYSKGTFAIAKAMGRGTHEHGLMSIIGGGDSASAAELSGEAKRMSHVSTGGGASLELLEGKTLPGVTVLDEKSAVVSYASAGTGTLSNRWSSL
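Recombinant glycosomal PGK reaction used 1,3-bisphosphoglycerate generated in-well by GAPDH (100nM final) in 100mM TEA pH 7.6, 5mM MgCl2, 0.01% Tween-20. After 60 minutes at room temperature, ATP was read by Kinase-Glo Plus luminescence end-point.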
Pin1 inh: inhibitors of human Pin1; Pin1 FP peptide displacement, HiFluor488, 10 min; Potency, µM (highest dose often 115 µM), without a hit: at the top dose activity, negative = inhibition, most hits filed as inhibitors; actives 0.009% (n = 390,000); AID 504891; active = well fitted inhibition curve with a large enough effect in the polarisation, with a control signal flat, not every such curve was filed as active; inconclusive = small, poorly fitted or top-dose-only effect, or effect the other way, or a change in a side signal; inactive = no such curve, though single readings can be large or run the other way; the % refers to the polarisation; note: potency is the fitted concentration of half-maximal effect; % is set by controls: 0 for no effect and ±100 for the full control effect
Target sequence (Q13526 whole entry, looked up): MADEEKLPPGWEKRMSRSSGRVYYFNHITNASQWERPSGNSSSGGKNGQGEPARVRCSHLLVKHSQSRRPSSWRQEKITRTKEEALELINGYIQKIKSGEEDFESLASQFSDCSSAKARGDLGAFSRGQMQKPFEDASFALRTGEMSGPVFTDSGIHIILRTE
PI4K2A block: blocks human PI4K2A kinase activity; purified PI4K2A, ADP-Glo luminescence, 1 h; stronger effect = lower value; AID 1346378; actives 0.13% (n = 420,000); activity change, negative = inhibition, % at 76.9 µM; Q9BTU6; in the data active = activity change below about -50%; inconclusive = mostly about -30% to -49%;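 note: -100% = wells without enzyme as full effect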
Target sequence (Q9BTU6 whole entry, looked up): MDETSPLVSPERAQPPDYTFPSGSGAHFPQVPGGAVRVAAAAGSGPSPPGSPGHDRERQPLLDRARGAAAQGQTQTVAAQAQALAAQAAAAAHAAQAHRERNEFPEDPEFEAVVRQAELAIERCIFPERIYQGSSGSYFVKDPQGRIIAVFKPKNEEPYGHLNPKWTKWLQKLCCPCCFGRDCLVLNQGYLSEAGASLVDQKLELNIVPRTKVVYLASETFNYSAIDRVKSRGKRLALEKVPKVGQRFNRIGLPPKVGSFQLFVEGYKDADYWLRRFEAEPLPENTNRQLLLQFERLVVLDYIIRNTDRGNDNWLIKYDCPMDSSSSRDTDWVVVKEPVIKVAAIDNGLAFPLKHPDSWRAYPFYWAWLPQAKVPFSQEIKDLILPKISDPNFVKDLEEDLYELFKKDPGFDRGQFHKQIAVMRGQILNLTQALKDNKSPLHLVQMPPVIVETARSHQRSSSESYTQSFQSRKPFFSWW
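In this quantitative HTS, ADP production by PI4K2A was quantified luminescently after 1 h at ambient temperature; 100 microM adenosine served as plate-quality control.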
HP1b binding inh: blocks HP1-beta chromodomain binding to methylated histone tails; Potency, µM (top dose mostly 114 µM), for inactives: at the highest dose activity change, negative = inhibition, most hits filed as inhibitors; AID 540317; AlphaScreen HP1-beta / biotin-H3K9me3 peptide binding; actives 0.56% (n = 390,000); note: potency is the fitted concentration of half-maximal effect; nearly all actives have a fitted effect of over 70% in size; inactives centre near 23
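Compound inhibition of the preformed complex between 50 nM HP1-beta and 50 nM biotinylated H3K9me3 peptide was read by AlphaScreen. Buffer was PBS pH 7.4 with 0.01% Tween-20. Incubations ran 30 min at room temperature, with 10 ug/mL donor/acceptor beads.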
JMJD2A Tudor inh: blocks the human JMJD2A Tudor domain; actives 4.4% (n = 390,000); Potency, µM (series often up to 114 µM), inactives show at the highest dose activity change, negative = inhibition, most hits filed as inhibitors; AlphaScreen JMJD2A-Tudor / H3K4me3 peptide binding; AID 504339; O75164; note: potency is the fitted concentration of half-maximal effect; % is set by controls: 0 for no effect and ±100 for the full control effect; nearly all actives have a fitted effect of over 50% in size
ERG-DNA inh: blocks human ERG Ets domain binding to DNA; Potency, µM (titrated, usually from 76.9 µM), for the others: at the highest dose FP activity, negative = inhibition, hits mostly inhibitors; actives 0.028% (n = 370,000); AID 624246; fluorescence polarization, His-ERG Ets domain / labelled DNA; active = well fitted inhibition curve with a large enough effect in the polarisation, with a control signal flat; inconclusive = small, poorly fitted or top-dose-only effect, or effect the other way, or a change in a side signal; inactive = no such curve, though single readings can be large or run the other way; the % refers to the polarisation;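 note: polarization taken with two DNA probes labelled with fluorescein and Texas red; potency is the fitted concentration of half-maximal effect; % of control where 0% means no effect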
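His-tagged ERG Ets domain (1 uM in the protein solution; 300mM KCl, 50mM Tris-HCl, 1mM EDTA, 1mM DTT, pH 7.5) received compound, then a probe mix of 5 nM fluorescein-DNA and 100nM Texas-615-DNA. Fluorescence polarization was read for both dyes.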
G9a inh: blocks human histone lysine methyltransferase G9a; Q96KQ7; G9a H3K9 monomethylation, AlphaScreen, 2 h; Potency, µM (doses to about 102 µM), for the others: at the highest dose activity, negative = inhibition, usual class: inhibitors; actives 8.8% (n = 350,000); note: potency is the fitted concentration of half-maximal effect; % is set by controls: 0 for no effect and ±100 for the full control effect; nearly all actives have a fitted effect of over 75% in size
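Compounds were preincubated with 20 nM G9a for 15 min, after which biotinylated H3K9 peptide (500 nM) and SAM (20 uM) started a 2 h room-temperature reaction. Monomethylated product was quantified by antibody-based AlphaScreen chemiluminescence.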
* marks the source's active call; other numbers are inactive results; i = inactive; u = inconclusive; x = not tested or not shown; [ ] = another dose, or the depositor's remark. Unless noted, calls come from the whole dose curve; as a rule, active = well fitted curve in the direction sought with a large enough effect; inconclusive = small, poorly fitted or top-dose-only effect, or another doubt; inactive = no such curve, though single readings can be large; an effect the other way counts as inactive or inconclusive. Random draw from the library, and some 11% of all compounds hit somewhere here.

Screens in order: GLS inhibitor	BAZ2B block	Tb PGK inh	Pin1 inh	PI4K2A block	HP1b binding inh	JMJD2A Tudor inh	ERG-DNA inh	G9a inh
COc1ccc(NS(=O)(=O)c2ccc3[nH]c4c(c3c2)CCCC4)c(OC)c1
 : -8%	u	i	2%	1	-32%	u	-2%	10µM*
Cn1c(CCNC(=O)c2ccco2)nc2cc(NC(=O)COc3ccc(Cl)cc3)ccc21
 : -3%	-1%	12%	23%	-6	39%[activator]	-14%	2%	u
O=c1c(-c2cc(-c3ccc(Cl)cc3)nc3c2COc2ccccc2-3)coc2ccccc12
 : -4%	-26%	i	-1%	0	28%	-25%	1%	15%[59 µM]
CSC1=NCCN1C(=O)COc1ccc2ccccc2c1
 : -3%	6%	-1%	1%	2	61%[activator]	-13%	-9%	2%
CCNc1cc(N2CCN(S(=O)(=O)c3ccc4c(c3)CCCC4)CC2)ccc1[N+](=O)[O-]
 : 0%	u	2%	-9%	4	36%	-4%	-2%	x
O=C(Nc1cnccn1)c1cccc(C(F)(F)F)c1
 : 2%	0%	-10%	2%	4	17%	-14%	0%	-28%[59 µM]
Cc1nc(NC(=O)c2ccccc2)sc1-c1csc(N)n1
 : 21%	u	-10%	-3%	-1	-20%	u	12%	8.9µM*
Cn1c2ccccc2c(=O)c2c(=O)n(C3CCCCC3)c(-c3ccco3)nc21
 : 11%	8%	-2%	9%	2	-3%	-10%	-5%	24%[59 µM]
O=C(O)c1ccc(N=NN2CCOCC2)cc1
 : 6%	9%	-1%	1%	1	13%	-18%	x	u
COc1ccc(C(=O)c2c(C)oc3ccc(O)c(CN4CCOCC4)c23)cc1
 : -7%	-6%	0%	0%	-5	-2%	-33%	-8%	45µM*
COc1ccc(C)cc1NC(=O)CSc1nnc(-c2ccco2)n1Cc1ccco1
 : 2%	-36%	i	u	-4	-19%	u	-5%	56µM*
O=C(N/N=C/c1ccccc1)c1cc[n+]([O-])cc1
 : 8%	0%	i	-7%	-2	-7%	-13%	-7%	4%
CC(=O)N1CCc2cc(S(=O)(=O)C(C)CC(=O)NCc3ccc(C)o3)ccc21 (stereo unspecified)
 : -5%	-30%[57.1 µM]	-3%	-2%	-2	33%	-23%	1%	u
N#C/C(=C/c1ccc(F)cc1)C(N)=S
 : 23%	-15%	7%	-2%	14	-4%	-8%	-4%	5.6µM*
CCCn1c(=O)[nH]c(=O)c2c1nc(-c1cccs1)n2CCOC
 : 0%	-10%	4%	-1%	-1	9%	-14%	0%	-7%
Cc1occc1C(=O)N1CCN(c2ncccn2)CC1
 : 9%	-2%	-10%	u	-2	30%	0%	-6%	9%[12.7 µM]
Cc1nnc(SCC(=O)Nc2ccc3[nH]c(=O)[nH]c3c2)s1
 : 5%	-5%	17%	1%	1	31%	-13%	-12%	u
Cc1ccc(-c2cn3c(n2)sc2cc(C(=O)NCCC4=CCCCC4)ccc23)cc1
 : u	2%	i	4%	-2	42%[activator]	-16%	2%	6%[59 µM]
Cc1cc(C(=O)NC2CCCc3ccccc32)no1 (stereo unspecified)
 : -2%	6%	-12%	-6%	1	22%	-17%	-12%	-9%[59 µM]
COc1cccc(NC(=O)CNS(=O)(=O)c2ccc(Cl)cc2)c1
 : 3%	13%	-8%	-6%	-2	21%	-2%	0%	-5%[59 µM]
Cc1cccc(C)c1OCC(O)CN1CCC(CN2C(=O)c3cccc4cccc(c34)C2=O)CC1 (stereo unspecified)
 : -3%	u	-3%	0%	2	-12%	u	-21%	9%[2.33 µM]
O=C(CCCn1c(=S)[nH]c2ccsc2c1=O)Nc1ccc2c(c1)OCO2
 : -6%	16%	-6%	-8%	-5	5%	-33%	0%	u
CC(=O)Nc1cccc(NC(=O)C2CCCN2C(=O)Nc2ccccc2C)c1 (stereo unspecified)
 : 1%	-17%	-4%	-3%	-2	-1%	3%	x	30%[12.7 µM]
Cc1ccc(NC(=O)CSCCc2ccccn2)nc1
 : 11%	4%	-4%	1%	0	22%	-10%	-2%	15%[59 µM]
O=C(Nc1ccccc1N1CCCCC1)c1ccco1
 : 16%	6%	-14%	u	-11	29%	14%	-12%	16%
COc1cccc(NC(=O)N2CCCc3ccccc32)c1
 : -2%	1%	-3%	3%	11	46%[activator]	9%	10%	5%
COc1ccccc1N(Cc1cc2cccc(C)c2[nH]c1=O)C(=O)c1cccc(Cl)c1
 : 0%	u	7%	9%	-3	9%	-28%	12%	u
O=C(COc1ccc(Cl)cc1)Nc1ccc2nc(SCC(=O)N3CCCC3)sc2c1
 : -12%	-18%	i	66%[activator]	-1	18%	-15%	0%	-1%[59 µM]
CCOc1ccccc1NC(=O)C(=O)NCC(c1cccnc1)N1CCN(c2ccccc2)CC1 (stereo unspecified)
 : 6%	4%	-4%	-6%	1	23%	-18%	0%	7%[59 µM]
Cc1noc(C)c1NC(=O)Nc1cccc2c1O[C@H](CN(C)C(=O)NC(C)C)[C@@H](C)CN([C@H](C)CO)C2=O
 : 1%	x	-6%	4%	1	32%	-6%	-6%	x
O=C(Nc1ccc(C(F)(F)F)cc1Cl)c1ccc(Cn2cc(Br)cn2)o1
 : 3%	-2%	x	u	3	60%[activator]	24%	x	17%[59 µM]
CCn1cc(SCC(=O)NCC2CCCO2)c2ccccc21 (stereo unspecified)
 : 0%	4%	0%	-7%	-5	51%[activator]	-7%	-9%	u
C/C(Cn1nnc2ccccc21)=N/OC(=O)c1c(F)cccc1F
 : 10%	4%	-1%	4%	6	33%	-1%	3%	48%[59 µM]
CC(C)(C)NC(=O)C1CC(=O)N(CCc2ccc(F)cc2)C1 (stereo unspecified)
 : -7%	13%	-5%	2%	2	41%[activator]	-10%	-4%	21%
C[C@@]12CCC3[C@@](CCC4[C@@]3(C)CCC[C@@]4(C)C(=O)NC3CCCCC3)(CC1=O)C2 (stereo partly specified)
 : 5%	8%	-11%	-2%	2	6%	-30%	7%	10%[0.501 µM]
COC(=O)C1=C(N)Oc2cc(C)n(CC3CCCO3)c(=O)c2C1c1ccccc1 (stereo unspecified)
 : 15%	-2%	15%	7%	3	14%	-7%	-2%	-4%[59 µM]
COc1ccc(S(=O)(=O)N2CCCC2C(=O)NCc2cccs2)cc1 (stereo unspecified)
 : -1%	-28%	-2%	-7%	-1	19%	-4%	14%	-7%[0.501 µM]
COc1ccc(S(=O)(=O)N2CCCCCC2)cc1C(=O)OCC(=O)NC(C)(C)C
 : 0%	x	-5%	3%	4	27%	-4%	-6%	21%
Cc1ccc(NC(=O)C(=O)NCC(c2ccc3c(c2)OCO3)N2CCOCC2)cc1C (stereo unspecified)
 : 2%	3%	1%	-6%	2	30%[57 µM]	8%	-4%	14%[59 µM]
Cc1cccc(N(CC(=O)N/N=C/c2ccc(C(=O)O)cc2)S(=O)(=O)c2ccccc2)c1C
 : 6%	x	i	0%	4	39%	-12%	0%	x
CC(C)Oc1ccc(S(=O)(=O)N2CCOCC2)cc1NC(=O)CN1C(=O)c2ccccc2C1=O
 : -5%	x	i	3%	2	10%	-24%	6%	x
O=S(=O)(c1ccc(C(F)(F)F)cc1)N1CCCN(c2ccc(C(F)(F)F)cn2)CC1
 : 10%	17%	-6%	0%	-1	0%	0%	-3%	x
CC(=O)c1ccc(N(CC(=O)NCCc2ccccc2)C(=O)c2csnn2)cc1
 : -6%	2%	1%	-3%	0	17%[57 µM]	7%	-7%	1%
COc1cc(OC)c(C#N)c(S(=O)(=O)Cc2ccccc2)c1
 : 8%	-39%	-1%	1%	1	15%	-17%	7%	-6%[59 µM]
CCNc1nc(NCc2ccc(F)cc2)c2cnn(C)c2n1
 : 11%	-12%	x	-1%	-4	20%	50µM*	14%	-4%[59 µM]
Cc1ccc(NC(=O)CSCC(=O)Nc2ccccc2C(=O)N2CCCCC2)cc1
 : -20%	10%	-5%	-11%	1	40%[activator]	3%	1%	-19%
COc1cccc(-c2nc3c(c(C)nn3-c3ccccc3)c3cc(OC)c(OC)cc23)c1
 : -9%	8%	10%	-4%	-1	27%	8%	2%	19%[59 µM]
O=C(CSc1n[nH]c(-c2ccncc2)n1)NCCc1ccccc1
 : -7%	5%	i	-5%	-1	39%[activator]	3%	-4%	3%[59 µM]
CCC(CC)c1nnc(NC(=O)c2ccc([N+](=O)[O-])cc2)s1
 : 9%	-26%	10%	-4%	5	0%	-14%	11%	u
Cc1cc(C)c(S(=O)(=O)N2CCOC2CNC(=O)C(=O)NCCc2ccc(S(N)(=O)=O)cc2)c(C)c1 (stereo unspecified)
 : -3%	-31%	-3%	u	-12	40%[activator]	-19%	-9%	12%
CCCCCCCCCCCCN1[C@@H](CC(=O)OC)c2cc(C(F)(F)F)ccc2S1(=O)=O
 : 6%	x	i	-3%	-2	87%[activator]	39%[activator]	10%	x
COCC(C)NC(=O)CSc1nc(-c2ccccc2)c(-c2ccccc2)o1 (stereo unspecified)
 : 7%	u	x	3%	-1	-9%	-30%	x	u
COc1ccc(S(=O)(=O)N2CCCC(C(=O)Nc3cccnc3)C2)cc1Cl (stereo unspecified)
 : u	-36%	-6%	-2%	5	46%[activator]	u	-1%	u

Screening results from PubChem BioAssay.
